High-throughput results as filed in PubChem.
RMI-FANCM inh = blocks RMI1/RMI2 complex binding to FANCM MM2 peptide; Fluorescence polarization, RMI core complex with F-MM2 peptide; hits give low values; FP signal (polarization) at 33 µM; 70,000 tested, 0.58% active; in the data active means FP signal below about 40; further: inactives centre near 61; strong numbers were not always called active; unit not given here
Active calls of the source: *; & = joins results of further samples. These rows are one share of the data (hit frequency here may not be typical).

What do the screens show for `CS/C(N=CN(C)C)=N/N=C(/C)c1cc2ccccc2o1`?
RMI-FANCM inh: 55

Results for CC(=O)c1sc(NC(=O)Cc2cccs2)nc1C ?
RMI-FANCM inh: 72

How did Cc1cccc(Cn2cnc3c(cnn3CCNC(=O)/C=C\c3ccccc3)c2=O)c1 do in these assays?
RMI-FANCM inh: 68

How did CC(C)c1cnc2c(c1SCc1ccc(Cl)cc1Cl)c(=O)n(C)c(=O)n2C do in these assays?
RMI-FANCM inh: 58

What do the screens show for `COC(=O)c1sccc1NNS(=O)(=O)c1ccc(Cl)cc1`?
RMI-FANCM inh: 63

How did Cc1noc(C)c1-c1nnc(-c2c(C)nn(-c3ccccc3)c2C)o1 do in these assays?
RMI-FANCM inh: 50

Results for CCOc1cccc2sc(NC(=O)Cc3ccc(S(=O)(=O)CC)cc3)nc12 ?
RMI-FANCM inh: 71

How did Cc1c(C)n(CC(O)CNC2CCCCC2)c2ccc(F)cc12 (centres undefined) do in these assays?
RMI-FANCM inh: 78

Results for Cc1ccc(-c2noc(-c3cccn(CC(=O)Nc4cc(C)ccc4C)c3=O)n2)cc1 ?
RMI-FANCM inh: 63

How did COC(NC(=O)NC(OC)C(Cl)(Cl)Cl)C(Cl)(Cl)Cl (centres undefined) do in these assays?
RMI-FANCM inh: 56

Reprinted at random: 4 records from the list.
Results for CC(=O)c1sc(NC(=O)Cc2cccs2)nc1C ?
RMI-FANCM inh: 72

How did CC(C)c1cnc2c(c1SCc1ccc(Cl)cc1Cl)c(=O)n(C)c(=O)n2C do in these assays?
RMI-FANCM inh: 58

How did COC(NC(=O)NC(OC)C(Cl)(Cl)Cl)C(Cl)(Cl)Cl (centres undefined) do in these assays?
RMI-FANCM inh: 56

What do the screens show for `CS/C(N=CN(C)C)=N/N=C(/C)c1cc2ccccc2o1`?
RMI-FANCM inh: 55

The list continues:
How did CC12CCC3c4ccc(OCc5ccccc5)cc4CCC3C1C[C@@H](O)[C@@H]2O (some centres undefined) do in these assays?
RMI-FANCM inh: 54

What do the screens show for `N#Cc1cnc(-c2ccncc2)nc1N`?
RMI-FANCM inh: 56

How did CC1CCN(C(=O)CSc2ncnc3sc4c(c23)CCC(C)C4)CC1 (centres undefined) do in these assays?
RMI-FANCM inh: 79

How did O=C(NNC(=O)c1ccc(Cl)cc1)Oc1ccccc1 do in these assays?
RMI-FANCM inh: 57

What do the screens show for `Cc1cc(NC(=O)Cc2ccc(F)cc2)n(-c2nc(C)c(C)c(=O)[nH]2)n1`?
RMI-FANCM inh: 69

What do the screens show for `O=C(CN1CCN(Cc2nc3ccccc3[nH]2)CC1)N1CCCCC1`?
RMI-FANCM inh: 59

How did CCOc1cccc2sc(NN)nc12 do in these assays?
RMI-FANCM inh: 50

What do the screens show for `CS(=O)(=O)N1CCCC1C(=O)Nc1nnc(-c2cccc(Cl)c2)o1` (centres undefined)?
RMI-FANCM inh: 67

Results for COc1ccc(-c2ccc(/C=C3\SC(=S)N(C(CCC(=O)O)C(=O)O)C3=O)o2)c([N+](=O)[O-])c1 (centres undefined) ?
RMI-FANCM inh: 97

Results for COc1ccc(C)cc1NC(=O)C(=O)NCC1CCN(C(C)C)CC1 ?
RMI-FANCM inh: 80

How did COc1ccc(Cc2nnc(C3CCN(C(=O)c4cccs4)CC3)s2)cc1 do in these assays?
RMI-FANCM inh: 60

Results for CCN1C(=O)NC2(CCN(CC(=O)Nc3nc4ccccc4s3)CC2)C1=O ?
RMI-FANCM inh: 56

What do the screens show for `CCOc1cccc2cc(C(N)=O)c(=N)oc12`?
RMI-FANCM inh: 58

What do the screens show for `CC(C)Sc1ccc(C(=O)N(Cc2cccnc2)c2nc3c(F)cccc3s2)cc1`?
RMI-FANCM inh: 79

Results for CS(=O)(=O)N1CCCCC1C(=O)N1CCCc2ccccc21 (centres undefined) ?
RMI-FANCM inh: 66

Results for O=C(CSc1nccn1Cc1ccco1)Nc1ccccc1 ?
RMI-FANCM inh: 72

How did N[C@@H](Cc1c[nH]c2ccccc12)C(=O)O do in these assays?
RMI-FANCM inh: 49

What do the screens show for `CCCCOC(=O)c1ccc(OC(=O)c2cncc(Br)c2)cc1`?
RMI-FANCM inh: 55

What do the screens show for `Cc1cc(NC(=O)c2ccc(Cc3ccccc3)cc2)n(C(C)C)n1`?
RMI-FANCM inh: 73

How did Cc1nc2ccc(N)cc2s1 do in these assays?
RMI-FANCM inh: 53

Results for COc1ccc(-c2csc(N)n2)c(OC)c1 ?
RMI-FANCM inh: 70

What do the screens show for `Clc1ccccc1-c1nnc(SCc2cccnc2)o1`?
RMI-FANCM inh: 70

Results for N#C/C(=C1C=C(Br)/C(=N\O)C=C/1Cl)c1ccccc1 ?
RMI-FANCM inh: 54

Results for O=C1c2cccc3cccc(c23)C(=O)N1CCN1CCN(C(=O)C23CC4CC(CC(C4)C2)C3)CC1 ?
RMI-FANCM inh: 61

Results for O=C(NC1CCS(=O)(=O)C1)c1cccnc1 (centres undefined) ?
RMI-FANCM inh: 54

Results for COc1cccc(-c2ccc(=O)n(CCCC(=O)Nc3ccc(OC)cc3OC)n2)c1 ?
RMI-FANCM inh: 71

What do the screens show for `O=C(NCc1cccnc1)c1c[nH]c2c(C(F)(F)F)cccc2c1=O`?
RMI-FANCM inh: 63

Results for Cc1cccc(C)c1N1CC(C(=O)O)CC1=O (centres undefined) ?
RMI-FANCM inh: 58

Results for C=CCN1C(=O)C(C)(C)COc2ccc(NC(=O)Cc3cccc(C)c3)cc21 ?
RMI-FANCM inh: 127

Results for CC(=O)c1ccc(S(=O)(=O)Nc2cc(-c3nc4cccnc4s3)ccc2C)cc1 ?
RMI-FANCM inh: 60

By substructure, those above with fluorine
How did Cc1c(C)n(CC(O)CNC2CCCCC2)c2ccc(F)cc12 (centres undefined) do in these assays?
RMI-FANCM inh: 78

What do the screens show for `Cc1cc(NC(=O)Cc2ccc(F)cc2)n(-c2nc(C)c(C)c(=O)[nH]2)n1`?
RMI-FANCM inh: 69

What do the screens show for `CC(C)Sc1ccc(C(=O)N(Cc2cccnc2)c2nc3c(F)cccc3s2)cc1`?
RMI-FANCM inh: 79

What do the screens show for `O=C(NCc1cccnc1)c1c[nH]c2c(C(F)(F)F)cccc2c1=O`?
RMI-FANCM inh: 63

Continuation:
What do the screens show for `O=S(=O)(c1cccc2nsnc12)N1CCN(c2ccccc2)CC1`?
RMI-FANCM inh: 72

What do the screens show for `COc1cc(/C=C2\COC/C(=C\c3cc(OC)c(OC)c(OC)c3)C2=O)cc(OC)c1OC`?
RMI-FANCM inh: 63

How did Cc1cc(C)c(S(=O)(=O)N2CCN(c3ccc(Cl)c(Cl)c3)CC2)cc1C do in these assays?
RMI-FANCM inh: 55

How did COc1ccc(S(=O)(=O)N2Cc3ccccc3CC2C(=O)Nc2nccs2)cc1 (centres undefined) do in these assays?
RMI-FANCM inh: 94

How did O=C(CSc1nnc(COc2ccc(Cl)cc2)o1)NC1CCCCC1 do in these assays?
RMI-FANCM inh: 88

Results for O=[N+]([O-])c1ccc(CSc2nc3ccccc3[nH]2)cc1 ?
RMI-FANCM inh: 60

What do the screens show for `Cc1nc2ccc(C(F)(F)F)cc2[nH]1`?
RMI-FANCM inh: 60

What do the screens show for `Cc1cc(C)n2nc(Sc3ncccc3[N+](=O)[O-])nc2n1`?
RMI-FANCM inh: 55

Results for COc1ccc(CNC(=O)C(=O)Nc2ccc(OC)cc2)cc1 ?
RMI-FANCM inh: 71

How did CCOc1ccc(NC(=O)CSc2oc(-c3ccc(C)cc3)nc2S(=O)(=O)c2ccccc2)cc1 do in these assays?
RMI-FANCM inh: 82

Results for COc1cc(NS(=O)(=O)c2ccc(NC(=O)c3ccc(Br)s3)cc2)ncn1 ?
RMI-FANCM inh: 56

Results for CN1CCc2c(sc(NC(=O)c3ccc4c(c3)OCO4)c2C(N)=O)C1 ?
RMI-FANCM inh: 113

What do the screens show for `CC(C)CCn1c(C(O)c2ccccc2)nc2ccccc21` (centres undefined)?
RMI-FANCM inh: 66

What do the screens show for `CN1CCc2cc(C(CNC(=O)NCc3ccc(F)cc3)N3CCCC3)ccc21` (centres undefined)?
RMI-FANCM inh: 68

Results for CCS(=O)(=O)c1ccc(C(=O)Nc2nc(-c3cc4cc(OC)ccc4o3)cs2)cc1 ?
RMI-FANCM inh: 63

How did CCc1ccccc1NC(=O)CSc1ncc(-c2ccc(C)c(C)c2)o1 do in these assays?
RMI-FANCM inh: 98

What do the screens show for `CC1Cc2ccccc2N1C(=O)Cc1csc(NC(=O)c2ccc(=O)[nH]c2)n1` (centres undefined)?
RMI-FANCM inh: 61

How did C=CCn1c(SCC(=O)N/N=C\c2cccc(OC)c2)nnc1-c1ccccc1 do in these assays?
RMI-FANCM inh: 59

Results for CCCCNC(=O)Cc1csc(SCc2ccc(Br)cc2)n1 ?
RMI-FANCM inh: 79

Results for CC(=NCCc1c[nH]c2ccccc12)c1ccccc1O ?
RMI-FANCM inh: 59

Results for CC1CCC(C(C)C)C(OP(N)(=O)OC2CC(C)CCC2C(C)C)C1 (centres undefined) ?
RMI-FANCM inh: 66

What do the screens show for `O=C(c1ccccc1F)N1CCN(c2ccc(NCC3CCCO3)nn2)CC1` (centres undefined)?
RMI-FANCM inh: 51

What do the screens show for `Nc1sc2c(c1C(=O)c1ccc(Cl)cc1)CCN(Cc1ccccc1)C2`?
RMI-FANCM inh: 91

How did COc1cc(C(=O)Oc2c(Cl)cc(Cl)cc2C=Nc2cc(C)c(C)cc2C)cc(OC)c1OC do in these assays?
RMI-FANCM inh: 97

What do the screens show for `CCn1c(CCNC(=O)c2ccc(F)cc2)nc2ccccc21`?
RMI-FANCM inh: 65

Results for CNS(=O)(=O)c1ccc(NC(=O)c2ccc(Br)o2)cc1 ?
RMI-FANCM inh: 61

How did CSC1=NCCCN1S(=O)(=O)c1cc(Cl)c(Cl)cc1Cl do in these assays?
RMI-FANCM inh: 48

Results for COc1ccc(CCS(=O)(=O)NCCCc2ccc(N(C)C)cc2)cc1 ?
RMI-FANCM inh: 73

How did CN1CCN(CN2C(=O)c3ccccc3C2=O)CC1 do in these assays?
RMI-FANCM inh: 56

Results for O=C1Nc2ccccc2/C1=C\C1CC2C=CC1C2 (centres undefined) ?
RMI-FANCM inh: 57

Results for CC(C)(C)SC(=S)SCC(=O)c1ccc(Cl)cc1 ?
RMI-FANCM inh: 53

Results for CCOc1ccc(-c2ccc(=O)n(CCCC(=O)Nc3ccc(C)c(Cl)c3)n2)cc1 ?
RMI-FANCM inh: 70

What do the screens show for `CN(C)S(=O)(=O)c1ccc(-c2nnc(NC(=O)C3=COCCO3)o2)cc1`?
RMI-FANCM inh: 64

How did Cc1ccc(C(=O)/C=C/C(=O)O)c(C)c1F do in these assays?
RMI-FANCM inh: 57

What do the screens show for `CSCCn1c(-c2ccccc2)cc(C(=O)Nc2ccc(Cl)cc2)c1C`?
RMI-FANCM inh: 65

What do the screens show for `O=C(Cc1ccc2ccccc2c1)N/N=C\c1ccccc1[N+](=O)[O-]`?
RMI-FANCM inh: 65

What do the screens show for `O=C1C=C(NCCSCc2ccccc2Cl)CC(c2ccc3c(c2)OCO3)C1` (centres undefined)?
RMI-FANCM inh: 149

Results for O=C(c1c(F)cccc1F)N1CCC2(CC1)OCCN2S(=O)(=O)c1cccs1 ?
RMI-FANCM inh: 55

How did Cc1ccccc1Cn1cnc2c(cnn2CCNC(=O)Cc2ccc(Cl)cc2)c1=O do in these assays?
RMI-FANCM inh: 64

How did Cc1cc(C)c(OS(=O)(=O)c2c(C)cc(C)cc2C)c(C)c1 do in these assays?
RMI-FANCM inh: 55

What do the screens show for `O=C(CSc1nc2sc3c(c2c(=O)n1-c1ccccc1)CCC3)N1CCC(c2noc3ccc(F)cc23)CC1`?
RMI-FANCM inh: 77

What do the screens show for `COc1ccc(NC(=O)c2cc(=O)c(OC)cn2C)cc1Cl`?
RMI-FANCM inh: 63

What do the screens show for `Cc1ccc(-c2ccc(S(=O)(=O)NCC3CCCO3)cc2)cc1` (centres undefined)?
RMI-FANCM inh: 74

Results for COc1cccc(OCC(=O)Nc2ccc3c(c2)CN(C(=O)C2CC2)CC3)c1 ?
RMI-FANCM inh: 68

Results for CCN=C1SC(CC(=O)Nc2ccc(OCC)cc2)C(=O)N1CC (centres undefined) ?
RMI-FANCM inh: 62

How did CS(=O)(=O)c1ccc(CC(=O)Nc2ccccc2-c2nc3ccccc3[nH]2)cc1 do in these assays?
RMI-FANCM inh: 55

Results for CC(CN(C)C)CN1c2ccccc2Sc2ccccc21 (centres undefined) ?
RMI-FANCM inh: 70&53

How did CS(=O)(=O)C1CS(=O)(=O)CC1O (centres undefined) do in these assays?
RMI-FANCM inh: 52

What do the screens show for `Cc1ccccc1Cn1cnc2c(cnn2CCNC(=O)COc2ccc(Cl)cc2Cl)c1=O`?
RMI-FANCM inh: 64

How did Cc1ccc(Cl)cc1NC(=O)Cn1c(C)cc(C)c(-c2nc(-c3ccc4c(c3)OCO4)no2)c1=O do in these assays?
RMI-FANCM inh: 127

Results for S=c1nn[nH]n1-c1ccccc1 ?
RMI-FANCM inh: 61

How did CC(=O)Nc1ccc(C(=O)NCCNS(=O)(=O)c2c(C)cc(C)cc2C)cc1 do in these assays?
RMI-FANCM inh: 63

What do the screens show for `CC1(C)CC(NC(=O)C23CCC(C2)C(C)(C)C3=O)CC(C)(C)N1` (centres undefined)?
RMI-FANCM inh: 70

What do the screens show for `COc1ccccc1-c1nc(C)c2c(C)c(C(=O)NNS(=O)(=O)c3ccc(C)cc3)sc2n1`?
RMI-FANCM inh: 57
